Screening results: PubChem BioAssay, National Center for Advancing Translational Sciences (NCATS)
HCMV antiviral – inhibitors of human cytomegalovirus | HFF cells, HCMV-luciferase reporter, 72 h; active compounds read low | activity change, negative = inhibition, % at 57.5 µM | 410,000 compounds, 4.5% hits | AID 1259415; in the data active means activity change below about -60%; inconclusive means no clear call, values can overlap the other calls; inactive means above about -39%; further: on the % scale 0 is the no-effect control and ±100 the full control effect
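Steps: HFFs plated, 16 h 37C; compounds added; HCMV-luciferase added to MOI 1 PFU/cell; 72 h 37C; OneGlo reagent, 5 min room temperature; luminescence read, normalized to controls.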
Shiga toxin inh – Shiga toxin inhibition; Vero cells, Shiga toxin protein synthesis inhibition reporter; inhibition, % at 38.7 µM; 290,000 compounds, 9.2% hits; in the data active means inhibition mostly above about 28%, no sharp cut-off; inactive means mostly below about 43%; further: 0% is about no effect
Cycloheximide cs – affects cycloheximide protein synthesis inhibition readout, counter-screen; cell reporter, cycloheximide protein synthesis inhibition counterscreen; max response, %; AID 2314; 300,000 compounds, 12% hits; in the data active means max response mostly above about 13%, no sharp cut-off; inactive means mostly below about 14%; further: read at 38.3 µM for the half of the compounds with a filed dose; 0% is about no effect
AmpC detergent – inhibitors of E. coli AmpC beta-lactamase with detergent | P00811 | AmpC hydrolysis of nitrocefin, absorbance 480 nm, 0.01% Triton | Potency, µM (highest dose often 114 µM), without a hit: top-dose activity change, negative = inhibition, usual class: inhibitors | 370,000 compounds, 0.041% hits | AID 485294;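 further: potency means the concentration at half of the fitted maximal effect; 0% = no-compound wells and -100% = no-enzyme wells; nearly all actives have a fitted effect of over 25% in size; some results filed as inactive show a strong effect at the top dose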
Target sequence (P00811 whole entry, looked up): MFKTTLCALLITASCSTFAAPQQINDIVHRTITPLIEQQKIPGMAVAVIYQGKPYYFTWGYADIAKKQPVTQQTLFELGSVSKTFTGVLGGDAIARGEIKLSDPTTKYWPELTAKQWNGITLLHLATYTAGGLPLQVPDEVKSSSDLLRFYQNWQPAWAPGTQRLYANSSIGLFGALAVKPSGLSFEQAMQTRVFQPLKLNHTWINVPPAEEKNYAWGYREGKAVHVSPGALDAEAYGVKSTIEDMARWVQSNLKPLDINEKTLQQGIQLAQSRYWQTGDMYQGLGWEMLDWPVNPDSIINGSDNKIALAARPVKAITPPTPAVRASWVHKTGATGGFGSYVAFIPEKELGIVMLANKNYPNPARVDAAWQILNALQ
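20 mM phosphate pH 7.0 + 0.01% (detergent screen) or 0.0001% Triton X-100; 5.3 nM AmpC reagent; cpd preinc 15 min RT; nitrocefin (800 uM stock) to start; A480 q20 s × 4 min; Activity was normalised to no-enzyme and no-compound control wells.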
AmpC no deterg – AmpC beta-lactamase inhibition without detergent; P00811; AmpC nitrocefin hydrolysis, absorbance 480 nm, 0.0001% Triton; Potency, µM (top dose mostly 57.1 µM), for inactives: at the highest dose activity change, negative = inhibition, hits mostly inhibitors; 330,000 compounds, 0.52% hits; AID 485341;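 further: potency means the concentration at half of the fitted maximal effect; plate controls were no compound for no effect and no enzyme for full effect; nearly all actives have a fitted effect of over 20% in size; some results filed as inactive show a strong effect at the top dose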
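20 mM phosphate pH 7.0 + 0.01% (detergent screen) or 0.0001% Triton X-100; 5.3 nM AmpC reagent; cpd preinc 15 min RT; nitrocefin (800 uM stock) to start; A480 q20 s × 4 min; Activity was normalised to no-enzyme and no-compound control wells.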
AMA1 RON2 block – inhibitors of Plasmodium falciparum AMA1-RON2 interaction; AlphaScreen AMA1-biotinylated RON2 peptide binding; Potency, µM (series often up to 58.2 µM), for the others: at the top dose activity change, negative = inhibition, most hits filed as inhibitors; 360,000 compounds, 0.2% hits; AID 720542;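 further: potency means the concentration at half of the fitted maximal effect; 0% = vehicle wells and -100% = peptide control; nearly all actives have a fitted effect of over 45% in size; some results filed as inactive show a strong effect at the top dose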
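AMA1 (3D7) with his tag at 25 nM final met compounds first, then biotinylated RON2 peptide at 25 nM; detection used donor plus acceptor beads, 10 µg/mL apiece, read by AlphaScreen after 30 min at room temperature.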
Giardia FBPA inh – blocks Giardia fructose-bisphosphate aldolase activity; A8B2U2; purified Giardia FBPA; AID 2451; Potency, µM (titrated, usually from 59.6 µM), for the others: at the top dose activity, negative = inhibition, hits mostly inhibitors; 290,000 compounds, 0.71% hits; further: potency means the concentration at half of the fitted maximal effect; on the % scale 0 is the no-effect control and ±100 the full control effect; nearly all actives have a fitted effect of over 55% in size
Target sequence (A8B2U2 whole entry, looked up): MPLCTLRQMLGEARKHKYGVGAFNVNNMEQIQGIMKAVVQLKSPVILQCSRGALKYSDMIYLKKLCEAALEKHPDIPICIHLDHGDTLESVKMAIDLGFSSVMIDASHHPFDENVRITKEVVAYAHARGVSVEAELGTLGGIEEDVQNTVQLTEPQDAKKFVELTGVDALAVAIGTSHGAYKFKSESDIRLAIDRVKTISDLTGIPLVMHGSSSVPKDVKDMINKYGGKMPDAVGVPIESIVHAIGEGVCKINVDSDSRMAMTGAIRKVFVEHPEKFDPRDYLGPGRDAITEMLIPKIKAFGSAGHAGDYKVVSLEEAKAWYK
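40 nM FBPA preincubated 10 min at RT with compound (up to 57.5 uM final), then substrate plus GAPDH/TPI/NAD/arsenate coupling and diaphorase/resazurin added. Fluorescence read after 20 min at RT, 525/598 nm.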
Numbers without * were called inactive; ? = inconclusive; . = no result given; & = joins results of further samples; [ ] = remark or other dose. Unless noted, the call rests on the fitted dose curve; in most records, active means well fitted curve in the direction sought with a large enough effect; inconclusive means small, poorly fitted or top-dose-only effect, or another doubt; inactive means no such curve, though single readings can be large; an effect the other way counts as inactive or inconclusive.

Structure | HCMV antiviral | Shiga toxin inh | Cycloheximide cs | AmpC detergent | AmpC no deterg | AMA1 RON2 block | Giardia FBPA inh
O=C(CCc1ccccn1)N1CCCC(Nc2ccc(F)cc2)C1 (stereo not given) | 24.5 | 13.3 | -8.6 | ? | 22.1% | 2.8% | .
Fc1ccccc1Cc1noc(CN(Cc2ccccn2)CC2CCCO2)n1 (stereo not given) | -26.9 | -4.4 | -1.3 | 11.0% | 48.0% | 22.7% | -0.6%
O=C(NCCO)C(F)(F)C(F)(F)C(F)(F)OC(F)(C(=O)NCCO)C(F)(F)F (stereo not given) | -12.4 | -26.9 | -2.0 | -7.0% | -7.7% | 4.8% | 0.7%
C=CCn1cccc(C(=O)Nc2ccc(F)cc2)c1=O | -16.0 | 62.7* | 38.5* | 0.2% | -13.5% | 2.2% | 7.2%
CC(C)c1ccc(NS(=O)(=O)c2cn(C)c(=O)n(C)c2=O)cc1 | 6.0 | -8.2 | 1.1 | ? | -5.7% | 2.4% | 4.0%
COc1ccc(-c2cnc(OC(C)(C)C)nc2OC(C)(C)C)cc1OC | -5.2 | -11.5 | -3.4 | 1.2% | 112.7%[activator] | -1.9% | -3.9%
CCc1nnc(NC(=O)[C@@H](NC(=O)c2cccc(C)c2)C(C)C)s1 | -8.6 | -10.8 | -2.2 | 3.6% | -14.1% | -8.5% | 0.7%
O=C(C1CCCCC1)N1CCC(c2nc3ccccc3[nH]2)CC1 | -7.3 | -1.9 | 2.4 | -4.0% | -15.1% | 0.4% | 0.2%
O=C1C(=O)N(CCN2CCOCC2)C(c2cccc(Cl)c2)/C1=C(/O)c1ccc2c(c1)OCO2 (stereo not given) | 10.3 | -6.0 | 1.7 | 3.4% | -20.2% | 6.3% | .
Cc1ccc(S(=O)(=O)Nc2ccc3c(c2)nc(CN2CCCC2)n3C)cc1 | ? | 2.5 | -6.5 | ? | -10.1% | -6.2% | 4.2%
COC(=O)c1cc2nc(-c3ccc(OC)cc3)cc(C(F)(F)F)n2n1 | 11.3 | 6.7 | 0.4 | -17.0% | -14.6% | -6.0% | -0.7%
CCC(CC)C(=O)Nc1nc(-c2ccc3c(c2)CCN3C(=O)C2CC2)c(C)s1 | -101.7* | -6.5 | -5.3 | . | . | -2.6% | -4.1%
CCCCOc1ccc(/C(O)=C(\C#N)c2nc3ccccc3[nH]2)cc1 | -0.1 | -2.8 | -0.8 | -19.4% | -17.7% | 59.6%[activator] | -3.5%
CC(C)NCC(O)COCCOc1ccc(C(C)(C)C)cc1 (stereo not given) | ? | -13.8 | -0.9 | -13.1% | 28.9% | 21.6% | -6.5%
Cc1ccc(S(=O)(=O)Cc2ccc(C(=O)NCCCN3CCCC3=O)o2)cc1 | -9.8 | -10.4 | -0.9 | -0.1% | 2.5% | -6.0% | -2.9%
CN(C(=O)NC(=O)C1=C(N2CCOCC2)/C(=C/c2ccccc2)CC1)S(C)(=O)=O | 67.7 | 53.0* | 28.8* | -1.4% | -16.5% | -9.2% | 13.1%
CCOC(=O)CSC1=C(C#N)C(c2ccc(Cl)cc2)C(C(=O)OC)C(=O)N1 (stereo not given) | ? | -7.7 | -3.3 | 0.0% | -9.6% | -2.2% | -1.0%
Cc1ccnc(NC(=O)CCCOc2ccc(Cl)cc2C)c1 | ? | -13.6 | -3.0 | -3.0% | -26.6%[11.4 µM] | . | -6.9%
COc1ccccc1NC(=O)COc1ccc(CO)cc1Cl | 44.5 | 56.5* | 32.2* | -10.9% | 3.8% | 3.2% | -2.1%
CCN(CC)S(=O)(=O)c1ccc(N2CCOCC2)c(NC(=O)c2ccc(=O)[nH]c2)c1 | 49.5 | . | . | . | -15.5% | -3.1% | .
CC1CCCCN1C(=O)CSc1nnc(-c2ccccc2F)o1 (stereo not given) | 28.3 | 94.2* | 35.0* | -4.4% | -1.6% | 16.6% | .
O=C(Nc1ccc(Br)cc1)Nc1ccccc1Cl | 3.7 | 103.0* | 68.3* | ? | -29.0% | 4.3% | 1.3%
CC(=O)c1ccc(NC(=S)N2CCC(Cc3ccccc3)CC2)cc1 | -37.1 | 48.7 | 17.3* | -1.8% | 0.2% | 1.8% | 12.7%
Nc1nc(/C=C/c2ccc(F)cc2)nc(-c2ccccc2O)n1 | 27.8 | -5.4 | -3.4 | -0.6% | 20.6%[2.29 µM] | 10.1% | 0.2%
O=C(COc1ccc(Cl)cc1)Nc1cccc(-c2ccc(N3CCOCC3)nn2)c1 | 54.5 | . | . | ? | 3.6% | 14.9% | .
Fc1ccccc1-c1nnc2c3ccccc3nc(N3CCOCC3)n12 | -15.3 | 56.5 | -1.3 | -9.8% | 13.4% | -2.0% | 0.2%
COC(=O)C1=Nc2ccccc2/C1=C\c1c(O)n(-c2ccc(Br)cc2)c(=O)[nH]c1=O | 27.6 | -12.7 | 1.4 | ? | ? | 8.5%[11.6 µM] | -10.1%
CCCN1C2=C(C(=O)CC(C)(C)C2)C(c2ccc(F)cc2)C2=C1c1ccccc1C2=O (stereo not given) | 17.4 | 48.7 | 25.5 | 0.9% | -14.9% | -7.1% | -5.1%
COc1ccc(CCN2CCCn3c2nc2c3c(=O)n(CC(N)=O)c(=O)n2C)cc1OC | 18.1 | -4.9 | -8.2 | -6.1% | 0.8% | -3.2% | 5.3%
CCOC(=O)C1CCCN(c2c(C(=O)c3ccccc3)cnc3ccccc23)C1 (stereo not given) | ? | -7.5 | 3.6 | 4.0% | 34.4% | -20.3% | 0.0%
O=C(COc1cccnc1[N+](=O)[O-])Nc1cccc(S(=O)(=O)N2CCOCC2)c1 | 25.1 | 8.7 | 4.1 | -7.4% | -5.4% | -6.7% | -0.5%
CC(C)C(=O)NNC(=O)CSc1ncnc2c1cnn2-c1ccccc1Cl | -65.1* | -5.1 | 4.2 | -7.4% | -1.4% | 112.4%[activator] | -0.3%
CN(CC(=O)Nc1ccc(OC(F)(F)F)cc1)C(=O)c1ccc(N2CCCC2=O)cc1 | -69.7* | . | . | -1.1% | 40.9% | -1.2% | .
CSc1ccccc1NC(=O)CSCc1ccccc1Br | -34.8 | -14.3 | -3.5 | -0.7% | -27.0% | -4.1% | -13.2%
CCc1ccccc1OCC(=O)Nc1ccc(F)c(S(=O)(=O)N2CCOCC2)c1 | -21.9 | . | . | ? | -6.7% | 23.0% | .
CC1CCC2(CC1)NC(=O)N(CC(=O)N1CC(C)CC(C)C1)C2=O (stereo not given) | -13.9 | . | . | . | -11.3% | ? | .
Cc1ccc(C2NC(=O)Cc3ccccc32)cc1 (stereo not given) | -33.4 | -2.6 | -2.4 | 3.4% | -17.4% | -6.8% | -8.1%
CC1CCCCC12NC(=O)N(CC(=O)Nc1ccc(S(=O)(=O)Nc3ncccn3)cc1)C2=O (stereo not given) | 73.1 | . | . | 4.3% | -10.6% | 4.0% | .
CN(CC(=O)Nc1ccc(Cl)c(Cl)c1)C(=O)CNC(=O)C1CCCCC1 | -33.2 | . | . | -15.0% | -9.5% | 11.6% | .
COc1ccc(OC)c(C(=O)NC(CC(N)=O)c2ccc(NCCOc3ccccc3)c([N+](=O)[O-])c2)c1 (stereo not given) | 14.0 | 13.0 | 3.3 | -11.1% | 12.1% | -20.6% | -0.2%
CS(=O)(=O)c1nc(S(=O)(=O)c2ccc(Cl)cc2)c(N2CCCCC2)s1 | ? | -12.6 | -5.5 | 1.8% | -1.2% | -6.5% | .
CCc1noc(C)c1C(=O)N(C)CC(=O)Nc1cccc(OC)c1 | ? | . | . | ? | -1.0% | 0.1% | .
COc1ccc(COC(=O)c2ccc3c(=O)n4c(nc3c2)CCC4)cc1F | 2.8 | 19.9 | 7.2 | -3.3% | -17.5% | . | 11.5%
CNS(=O)(=O)c1ccc(C(=O)NCC(=O)NC(C)c2cccs2)cc1 (stereo not given) | -4.9 | . | . | -5.0% | -3.4% | 1.7% | .
O=C(COC(=O)/C=C/c1ccco1)NCc1ccccc1Cl | -28.2 | -11.9 | 0.6 | -20.8% | -8.5%[11.4 µM] | -12.8% | -8.1%
O=C(CNC(=O)c1n[nH]c2ccccc12)Nc1ccc(F)c(F)c1F | 0.1 | . | . | . | -49.1% | 1.5%[11.6 µM] | .
CNc1sc(C(=O)c2cccs2)c(N)c1-c1nc2ccccc2s1 | 35.3 | 176.1* | 39.9* | -13.8% | -33.6% | 24.6% | -11.6%
Cc1ccc(S(=O)(=O)N2CCC(C(=O)NCC3CCCCC3)CC2)cc1 | -16.5 | -1.8 | -5.4 | -8.7% | 21.3% | 3.7% | 3.9%
Cc1ccc(NC(=O)CCn2nc(C)cc2C)cc1 | -17.3 | 24.4 | 1.5 | 2.1% | -6.0% | 0.0% | 0.1%
CC(C)(C)c1cc(C(=O)NCCN2CCCC2)cc(C(C)(C)C)c1 | ? | -16.4 | -1.9 | -3.5% | 65.4%[activator] | -11.3% | -3.5%
CC(=O)C1=NN(c2ccccc2)C2(S1)S/C(=C\c1ccccc1)C(=O)N2c1ccccc1 (stereo not given) | -8.2 | -6.8 | 4.7 | 1.7% | -24.5% | -16.4% | -0.5%
O=C1CCC/C(=N/NC(=O)c2cc(NS(=O)(=O)c3cccs3)cc(NS(=O)(=O)c3cccs3)c2)C1 | -23.8 | -11.8 | -2.0 | -4.0% | 11.2µM* | 50.1%[activator] | -2.7%
COc1ccc(-c2nc(S(=O)(=O)c3ccccc3)c(N3CCOCC3)o2)cc1 | -22.3 | -11.9 | -1.8 | -13.0% | -1.8% | 17.6% | -22.2%
Cc1ccc(SCC(=O)c2sc(-c3ccccc3)nc2C)cc1 | -7.1 | -2.8 | -0.5 | -4.2% | ? | 11.9% | -1.5%
CCOC(=O)CN/C=C(\C#N)c1ccc(F)cc1 | -0.9 | 19.4 | 11.5 | 3.3% | -12.8% | -6.1% | -3.5%
COc1ccc(Cl)cc1NC(=O)CCn1c(=O)oc2ccccc21 | -0.9&-4.0 | 0.8 | -2.1 | 1.5%&-3.3% | -2.0% | -6.1% | .
CC1CCC(C(C)C)C(=O)/C1=C\c1ccc(NC(=O)CCC(=O)O)cc1 (stereo not given) | -26.4 | 6.4 | -5.1 | 5.6% | -19.7% | -6.7% | ?

Part of the list above in order of number of heavy atoms, falling:
Structure | HCMV antiviral | Shiga toxin inh | Cycloheximide cs | AmpC detergent | AmpC no deterg | AMA1 RON2 block | Giardia FBPA inh
O=C1CCC/C(=N/NC(=O)c2cc(NS(=O)(=O)c3cccs3)cc(NS(=O)(=O)c3cccs3)c2)C1 | -23.8 | -11.8 | -2.0 | -4.0% | 11.2µM* | 50.1%[activator] | -2.7%
Cc1ccc(S(=O)(=O)N2CCC(C(=O)NCC3CCCCC3)CC2)cc1 | -16.5 | -1.8 | -5.4 | -8.7% | 21.3% | 3.7% | 3.9%
O=C(CNC(=O)c1n[nH]c2ccccc12)Nc1ccc(F)c(F)c1F | 0.1 | . | . | . | -49.1% | 1.5%[11.6 µM] | .
CNc1sc(C(=O)c2cccs2)c(N)c1-c1nc2ccccc2s1 | 35.3 | 176.1* | 39.9* | -13.8% | -33.6% | 24.6% | -11.6%
